TRHR enhancer: TRH receptor (human) allosteric enhancement; hit rate 0.66% among 360,000; P34981; AID 493056; enhancement, % at 2 µM; TRHR cells, fluo-8 calcium fluorescence, EC20 TRH enhancement; in the data active = enhancement above about 30%; note: 0% is about no effect
Target sequence (P34981 whole entry, looked up): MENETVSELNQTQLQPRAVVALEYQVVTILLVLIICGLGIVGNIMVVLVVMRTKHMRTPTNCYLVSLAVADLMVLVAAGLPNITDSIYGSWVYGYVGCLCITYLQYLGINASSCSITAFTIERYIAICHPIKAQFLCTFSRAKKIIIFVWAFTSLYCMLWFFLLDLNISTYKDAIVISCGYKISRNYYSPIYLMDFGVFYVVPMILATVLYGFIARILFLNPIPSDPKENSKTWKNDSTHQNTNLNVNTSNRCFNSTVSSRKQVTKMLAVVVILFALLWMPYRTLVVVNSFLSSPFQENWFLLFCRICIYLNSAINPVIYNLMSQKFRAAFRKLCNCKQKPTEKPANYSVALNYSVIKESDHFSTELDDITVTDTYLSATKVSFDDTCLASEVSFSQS
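TRHR-expressing cells loaded with fluo-8 calcium dye were read kinetically (ex 480/em 530) during compound addition, then stimulated with an EC20 of TRH (10 nM final). Enhancement of the Gq-mediated intracellular calcium response was scored.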
D1 PAM: potentiators of human D1 dopamine receptor. P21728. HEK293 TREx D1 cells, calcium flux, dopamine EC20 potentiation. potentiation, % at 10 µM. hit rate 0.036% among 360,000. AID 504651; in the data active = potentiation above about 30%; note: 0% is about no effect
Target sequence (P21728 whole entry, looked up): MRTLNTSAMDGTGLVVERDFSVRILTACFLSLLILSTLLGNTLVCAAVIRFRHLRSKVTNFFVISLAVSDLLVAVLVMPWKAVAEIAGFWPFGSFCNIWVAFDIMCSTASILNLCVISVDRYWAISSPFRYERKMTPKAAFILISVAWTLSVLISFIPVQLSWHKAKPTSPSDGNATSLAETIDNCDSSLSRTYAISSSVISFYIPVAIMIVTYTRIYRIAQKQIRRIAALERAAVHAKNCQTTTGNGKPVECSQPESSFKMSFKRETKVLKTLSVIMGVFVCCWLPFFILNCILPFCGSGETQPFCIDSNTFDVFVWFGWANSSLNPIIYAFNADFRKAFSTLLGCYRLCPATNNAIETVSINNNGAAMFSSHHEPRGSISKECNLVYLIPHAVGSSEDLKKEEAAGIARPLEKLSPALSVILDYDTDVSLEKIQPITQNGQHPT
D1 ag: human D1 receptor agonism | activation, % at 2 µM | P21728 | hit rate 1% among 360,000 | HEK293 T-REx D1 cells, calcium flux, agonist mode; note: 0% is about no effect
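Tetracycline-induced HEK293 TREx D1 cells, force-coupled to calcium signalling, were dye-loaded with a no-wash calcium kit. Compound was pin-added after a 10 s baseline. Fluorescence was read kinetically at 1 cycle/s for 180 s, with calcium rises flagged as agonism.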
RXFP1 antag: antagonists of human relaxin receptor RXFP1 | HEK293-RXFP1, relaxin-stimulated cAMP HTRF, 30 min; stronger effect = lower value | AID 1259400 | Q9HBX9 | activity change, negative = inhibition, % at 57.5 µM | hit rate 0.59% among 350,000;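 active = activity change of -60% or lower, but not beyond a set lower limit; inconclusive = change between -60% and -40%, or beyond the set limit; inactive = change above -40%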; note: % is set by controls: 0 for no effect and ±100 for the full control effect
D1 antagonist: human D1 dopamine receptor antagonism. P21728. HEK293 TREx D1 cells, calcium flux, dopamine EC80; stronger effect = lower value. activity change, negative = inhibition, % at 10 µM. hit rate 3.2% among 360,000. AID 504652; in the data active = activity change below about -30%; note: % is set by controls: 0 for no effect and ±100 for the full control effect
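Kinetic fluorescence of a calcium dye serves as the read-out. D1-expressing Hek293 Trex cells, induced overnight at 30 C, are exposed to compound for 180 s before an EC80 dopamine addition, then read 180 s further.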
D2 PAM: positively modulates the human D2 dopamine receptor allosterically; P14416; HEK293 T-REx D2, calcium flux, EC20 dopamine potentiation; potentiation, % at 10 µM; hit rate 0.34% among 340,000; AID 485347;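 active = potentiation over 3 SD above the plate norm, cut at about 30% in these data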; note: 0% is about no effect
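Tetracycline-induced Hek293 Trex D2 cells, force-coupled to calcium, loaded with no-wash calcium dye. Compound added with 180 s kinetic read for agonism, then EC20 dopamine and a further 180 s read for potentiation.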
D2 ag: activates the human D2 dopamine receptor; P14416; HEK293 T-REx D2 cells, calcium flux agonist mode; activation, % at 2 µM; hit rate 0.53% among 340,000; AID 485358;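 active = activation over 3 SD above normal in the single-dose calcium agonist read, cut at about 30% in these data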; note: 0% is about no effect
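Tetracycline-induced HEK293 Trex cells with D2 receptor force-coupled to calcium signaling, plated overnight at 30 C and loaded with no-wash calcium dye. Calcium flux read kinetically for 180 s after compound addition; responses flag agonists.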
TRHR ag: agonists of human TRH receptor | activation, % at 2 µM | TRHR cells, calcium flux fluo-8, FDSS agonist mode | hit rate 0.18% among 360,000 | P34981; note: 0% is about no effect
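Fluo-8-loaded TRHR cells; 10 s baseline, compound added, kinetic Ca2+ fluorescence read 1/s, agonist mode.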
D2 antag: antagonizes the human D2 dopamine receptor; P14416; HEK293 TREx D2 cells, calcium flux, dopamine EC80; inhibition, % at 10 µM; hit rate 2% among 340,000; in the data active = inhibition above about 30%; note: 0% is about no effect
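Tetracycline-induced HEK293 T-REx cells expressing D2 force-coupled to calcium signalling were dye-loaded, exposed to compound for 180 s, then challenged with an EC80 of dopamine; calcium flux was followed kinetically for a further 180 s.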
* marks the source's active call; other numbers are inactive results; ? = inconclusive; . = not tested or not shown. Cut-off read from the data, not from the text of the source, unless noted: active = activation above about 30%; inactive = the rest.

SMILES	TRHR enhancer	D1 PAM	D1 ag	RXFP1 antag	D1 antagonist	D2 PAM	D2 ag	TRHR ag	D2 antag
COc1ccc(OC)c(NC(=O)CSC2=Nc3ccccc3C3=NC(CC(=O)NCc4ccc5c(c4)OCO5)C(=O)N23)c1 (stereo unspecified)	2	-4	1	-7	-17	9	0.0	0.2	.
Nc1ccc(C(=O)c2cccs2)cn1	-4	9	1	6	15	-10	0.5	-0.4	9
O=C1c2cccc3c(N4CCCCC4)ccc(c23)C(=O)N1c1cccc(O)c1	5	10	300*	-25	2	-7	57*	73*	16
CCOC(=O)c1c(NC(=O)c2cnn3c2NC(c2cccc(OC)c2)CC3C(F)(F)F)sc2c1CCCC2 (stereo unspecified)	11	3	3	3	1	7	-2.1	-0.8	7
COCc1c(Br)c(C)nc(OCC(=O)O)c1C#N	-3	0	2	1	-14	-3	-0.1	0.1	-1
COC(=O)C1=C(C)NC(C)=C(C(=O)OC)C1c1cc2ccc(C)cc2[nH]c1=O	0	-2	4	-9	-4	.	.	0.5	.
CCCNC(=O)C1CC2Cn3c(nc4ccccc43)C2N1C (stereo unspecified)	0	-3	2	.	2	-8	0.8	0.3	-10
COc1ccc(S(=O)(=O)Nc2c(C)n(C)n(-c3ccccc3)c2=O)c(Cl)c1Cl	0	-13	0	10	-23	10	-0.3	0.0	-1
O=C(NCC1CCCN(Cc2ccc3c(c2)OCCO3)C1)c1ccc2c(c1)OCO2 (stereo unspecified)	6	-6	-1	6	0	-4	0.4	-0.2	7
CN(C)/C=N/C(=S)Nc1ccc(Cl)c(Cl)c1	7	-1	4	-20	-4	2	0.0	-0.2	7
CCOCCCNC(=O)c1c[nH]c2ccc(S(=O)(=O)N(C)c3ccc(Cl)cc3F)cc2c1=O	-5	-2	-3	-20	-19	-11	.	-0.4	.
COc1ccc(CCNC(=O)CCS(=O)(=O)c2cc(Br)cc3c2N(C(C)=O)CC3)cc1OC	-11	1	-2	.	3	6	0.1	-0.2	.
O=C(O)CCC(=O)Nc1ccccc1C(=O)NCc1ccco1	5	1	3	-3	-1	14	-0.1	-0.3	-5
CCCCN(CC)C(=O)Cn1nc(C)c2c(C)n(-c3ccccc3)nc2c1=O	-4	-1	0	-20	5	-3	0.0	-0.2	.
COc1ccc(-c2noc(CNC(=O)CCN3C(=O)[C@H]4CC=CC[C@H]4C3=O)n2)cc1	2	8	4	8	15	8	-0.1	-0.3	13
Cc1ccc(N(CN2C(=O)NC(C)(C)C2=O)CN2C(=O)NC(C)(C)C2=O)cc1	3	-5	1	-4	-9	4	-0.6	-0.2	19
CCN(CC)S(=O)(=O)c1cccc(NC(=O)c2cncc(Br)c2)c1	-1	-1	4	-5	-14	0	0.2	-0.1	9
CCc1ccccc1NC(=O)CN(Cc1ccccc1)S(=O)(=O)c1ccc2nc(C)sc2c1	3	-5	1	-10	12	-9	1.1	0.1	.
C[n+]1cc[nH]c1SCC(=O)c1ccccc1	-3	-2	2	-14	13	-18	23	0.2	-11
O=C(COC(=O)Cc1ccc(Br)cc1)NCc1ccc(F)cc1	-3	-6	-1	1	.	6	-1.7	-0.9	7
COCCn1c(SCC(=O)Nc2ccc(OC)cc2)nnc1-c1ccoc1C	2	-9	0	0	23	7	-0.1	-0.1	16
COc1ccc(-n2ncc(C(=O)N3CCN(c4ccccn4)CC3)c2C2CCN(C(=O)OC(C)(C)C)CC2)cc1	6	0	0	-2	5	.	.	-0.4	.
COc1cc(C(=O)OCCN2CCOCC2)ccc1O	-8	-1	2	2	-4	-3	-0.4	0.5	9
COC(=O)CSc1nc2ccc(NC(C)=O)cc2s1	-10	-4	2	4	7	11	0.5	0.1	-13
COc1ccc(N2C(=O)CSC2c2ccc(F)c(F)c2)cc1 (stereo unspecified)	4	-4	3	-8	2	5	-0.1	-0.3	8
CC(C)C(=O)NC(=S)Nc1ccc(S(=O)(=O)N(C)C)cc1	5	-7	10	0	1	23	0.3	1.0	2
CCc1c(C)sc2c1CCN(C(=O)Nc1cc(Cl)c(OC)cc1OC)C2c1ccccc1 (stereo unspecified)	-3	0	1	-6	-12	-4	1.5	0.6	.
Cc1cc(C)cc(NC(=O)NNC(=O)c2cc3occc3[nH]2)c1	-7	-9	8	-9	3	-2	1.6	0.8	8
COc1cc(C(C)=O)ccc1OCC(=O)N(CCC1=CCCCC1)c1c(N)n(Cc2ccccc2)c(=O)[nH]c1=O	-1	6	3	-12	3	2	-0.1	0.9	-1
CCC1CCc2c(sc(NC(=O)C3CC=CCC3C(=O)O)c2C#N)C1 (stereo unspecified)	18	-9	1	0	-7	-19	62*	-0.4	29

Taken from above:
CC(C)C(=O)NC(=S)Nc1ccc(S(=O)(=O)N(C)C)cc1 | D2 ag = 0.3
COCCn1c(SCC(=O)Nc2ccc(OC)cc2)nnc1-c1ccoc1C | RXFP1 antag = 0

The main list resumes with the 3 entries that preceded the break.
SMILES	TRHR enhancer	D1 PAM	D1 ag	RXFP1 antag	D1 antagonist	D2 PAM	D2 ag	TRHR ag	D2 antag
Cc1cc(C)cc(NC(=O)NNC(=O)c2cc3occc3[nH]2)c1	-7	-9	8	-9	3	-2	1.6	0.8	8
COc1cc(C(C)=O)ccc1OCC(=O)N(CCC1=CCCCC1)c1c(N)n(Cc2ccccc2)c(=O)[nH]c1=O	-1	6	3	-12	3	2	-0.1	0.9	-1
CCC1CCc2c(sc(NC(=O)C3CC=CCC3C(=O)O)c2C#N)C1 (stereo unspecified)	18	-9	1	0	-7	-19	62*	-0.4	29
CC(C)CNC(=O)N1CCN(S(=O)(=O)c2ccc3c(ccn3C)c2)CC1	-2	0	1	.	-8	-13	0.2	-0.6	.
O=C(Cc1ccc(S(=O)(=O)N2CCOCC2)s1)N1CCN(S(=O)(=O)c2cccc(Cl)c2)CC1	-21	-7	2	-21	-19	1	-0.6	-0.2	-9
COc1ccc(/C=N\NC(=O)c2ccc(-c3ccccc3)cc2)c(OC)c1OC	30*	-6	0	4	-17	-10	-0.1	-0.5	10
O=C(CN1CCN(Cc2ccc(Cl)cc2)C1=O)NCc1cccs1	-8	-5	2	-6	-11	2	-0.4	-0.4	-11
CCOC(=O)c1cnc2cc(C)ccn2c1=O	-4	-7	2	-7	-19	-6	.	1.4	.
CC(=O)OCCCNc1cc(Sc2ccc(Cl)cc2)c2nonc2c1[N+](=O)[O-]	7	-7	2	2	-5	3	-0.3	-0.7	-15
CCCCn1c(-c2csc3ccccc23)n[nH]c1=S	0	-3	0	-12	-8	5	-0.4	-0.8	-1
CCOC(=O)c1c(C)oc2ncnc(N3CCN(c4ccccc4)CC3)c12	3	1	-1	?	-45*	-1	-1.0	-1.5	.
CCC1CCCCN1C(=O)c1sc2ncnc(N(CC)CC)c2c1C (stereo unspecified)	-4	5	0	-8	-19	3	-1.0	-0.3	-1
COC(=O)c1ccncc1C(=O)Nc1ccc(F)cc1	1	-3	2	-10	-2	-8	1.5	0.1	-17
CCCCN1C(=O)C(NC(C)=O)c2cc(Br)ccc21 (stereo unspecified)	-2	-6	-1	3	6	.	.	-0.2	.
COc1cc(S(=O)(=O)Nc2ccc(C)cc2)ccc1N=Cc1c(C)[nH]n(-c2ccc(C)cc2)c1=O	8	-11	4	-3	4	-5	-0.2	-1.7	3
O=S(=O)(c1ccc(Br)s1)N1CCc2ccccc2C1	-9	-5	6	0	-10	-13	.	0.7	.
O=C(NCc1ccccc1F)c1sc2ncccc2c1-n1cccc1	-5	-1	6	-14	-8	4	-1.1	-0.5	.
Cc1cc(C)c(OCC(=O)N(Cc2ccccc2)C2CCS(=O)(=O)C2)c(C)c1 (stereo unspecified)	0	1	-4	-3	26	44*	0.0	0.2	6
CCOc1ccc(CNC(=O)C2CCN(c3nc4ccccc4nc3C(F)(F)F)CC2)cc1OC	4	-1	1	.	-2	7	0.0	0.0	.
CCc1nc2ccccc2c(C(=O)OCC(=O)Nc2cccc(S(=O)(=O)NC3=NCCCCC3)c2)c1C	7	-4	2	-11	-7	12	-1.3	0.3	15
O=C(COC(=O)CCNS(=O)(=O)c1cccs1)Nc1cc(C(F)(F)F)ccc1Cl	2	4	9	4	6	-18	0.1	0.2	12
COC(=O)[C@@H]1C[C@@]2(O)[C@@H](O)[C@@H](O)[C@@H](O)C[C@H]2N1Cc1ccc(C)s1	-4	1	13	.	-7	13	-0.5	0.0	11
Cn1c(=O)c(=O)n(C)c2cc(NS(=O)(=O)c3ccc(Br)cc3)c(Cl)cc21	-17	-3	0	-10	-6	3	-1.6	0.2	.
O=C1C(c2ccc(C(F)(F)F)cc2)=C(Nc2ccc(Cl)cc2)c2ccccc21	-21	-2	0	-20	-13	11	.	0.1	.
O=C(C#Cc1ccccc1)c1cccc([N+](=O)[O-])c1	-9	-4	1	?	-14	4	-0.9	0.8	0
CCC(=O)N1CCc2cc(Br)cc(S(=O)(=O)N3CCN(c4cccc(Cl)c4)CC3)c21	-1	-1	0	.	9	13	1.1	0.2	.
NC(=S)Cc1nc2n(n1)Cc1ccccc1-2	1	-2	1	18	-12	-5	-0.1	0.4	-9
Cc1cccc(NC(=O)Cn2cnc3c(oc4ccccc43)c2=O)c1C	4	-11	4	-26	0	5	4.7	0.2	-9
CCCCCNC(=O)C(C#N)c1nc2ccccc2nc1N1CCCC1 (stereo unspecified)	0	-3	3	-23	5	-6	2.1	1.3	12
COc1ccc(F)cc1S(=O)(=O)NCCc1csc2nc(-c3cccc(C)c3)nn12	2	-2	17	-21	.	-7	1.1	0.4	.
COc1ccc(OC)c(NC(=O)CSc2nnc(CCCO)n2-c2ccccc2)c1	-9	-2	1	5	3	-21	-0.5	0.4	3
O=S(=O)(NC1CCCCC1)c1ccc(N2CCOCC2)nc1	-12	2	4	15	11	7	1.1	-0.8	10
COc1ccc(-c2csc(CCn3nc(C)cc3C)n2)cc1	-11	-7	2	2	4	8	-1.8	-0.8	-15
O=C(COC(=O)c1ccc(F)cc1F)Nc1ccc2[nH]c(=O)[nH]c2c1	1	3	2	-7	4	16	0.4	0.6	-12
COc1cccc(/C=N/Nc2ccccc2C(=O)O)c1O	-20	-1	7	-4	16	-2	-0.6	-0.6	-8
O=C(NCCCc1ccccc1)Nc1cccc(Cl)c1	-6	-14	13	-16	-20	-27	-1.0	0.1	14
CCOc1cc(/C=C2/SC(=O)N(CC(=O)N3CCc4ccccc4C3)C2=O)ccc1OCC(=O)O	2	6	0	-6	4	8	0.6	-0.2	-6
O=C1CC(c2ccc3c(c2)OCO3)C2=C(CCCC2=O)N1 (stereo unspecified)	16	-5	2	-6	-2	-6	0.8	1.1	-2
COc1ccc(/C=C/C=C2\NC(=S)NC2=O)cc1	-10	-4	7	-16	1	5	0.3	1.7	-1
CCCOc1ccccc1C1NC(=O)NC(C)=C1C(=O)OCCOC (stereo unspecified)	-3	-4	2	-21	11	3	0.7	-1.1	-13
CCOc1cc(C)c(C(C)C)cc1S(=O)(=O)n1ccnc1CC	-15	-5	0	.	-9	-3	0.6	-1.5	.
